Menin MLL FP TR: menin-MLL binding inhibition, Texas Red mutant peptide. O00255. Menin + Texas Red MLL mutant peptide, fluorescence polarization. Potency, µM (doses to about 61.6 µM), inactives show at the top dose FP activity change, negative = inhibition, most hits filed as inhibitors. 0.23% of 270,000 active; active means well fitted inhibition curve with a large enough effect in the polarisation, with a control signal flat, not every such curve was filed as active; inconclusive means small, poorly fitted or top-dose-only effect, or effect the other way, or a change in a side signal; inactive means no such curve, though single readings can be large or run the other way; the % refers to the polarisation; further: potency means the concentration at half of the fitted maximal effect; % of control where 0% means no effect; many of its hits are not listed in these tables
B2AR arrestin: beta2AR (human) beta-arrestin recruitment activity; P07550; beta-arrestin recruitment to beta2AR, cell-based reporter; Potency, µM (series often up to 46.1 µM), inactives show at the top dose activation, usual class: activators; 0.02% of 330,000 active; AID 492947;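 further: potency means the concentration at half of the fitted maximal effect; 0% = DMSO controls and full agonism = EC100 isoproterenol or metaproterenol; nearly all actives have a fitted effect of over 65% in size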
Coupling enz: inhibits coupling enzyme system, counter-screen for aldolase hits | coupling enzyme system counterscreen, AmpLite Red fluorescence | activity change, negative = inhibition, % at 58.2 µM, hits read low | 0.67% of 290,000 active; in the data active means activity change below about -30%; further: on the % scale 0 is the no-effect control and ±100 the full control effect
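Fluorescence at 525 nm excitation and 598 nm emission measured inhibition of the coupled detection system without aldolase. Compounds (at 57.5 uM final) were preincubated 10 min at room temperature with coupling enzyme reagent before a 20 min substrate/AmpLite Red step.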
TSG101-PTAP inh: blocks PTAP/TSG101 interaction to inhibit HIV-1 budding | Fluorescence polarization, FITC-PTAP peptide / Tsg101 binding | AID 493005 | 340,000 tested, under 10 active | Potency, µM (highest dose often 115 µM), for the others: at the top dose activity change, negative = inhibition, actives largely listed as inhibitors; active means well fitted inhibition curve with a large enough effect in the main read-out, with a control signal flat, not every such curve was filed as active; inconclusive means small, poorly fitted or top-dose-only effect, or effect the other way, or a change in a side signal; inactive means no such curve, though single readings can be large or run the other way; further: potency means the concentration at half of the fitted maximal effect; % of control where 0% means no effect
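Fluorescence polarization binding of Tsg101 binding domain (10 uM final) to FITC-labeled PTAP peptide (50 nM final) in HEPES pH 7.5 buffer with NaCl, Tween 20, EDTA, TCEP. Compounds added before peptide; binding 20 min at RT.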
Chronic BCR inh: blocks chronic active B-cell receptor signaling. ABC-DLBCL IkBa-CBG/CBR reporter, luminescence ratio, 4 h. Potency, µM (titrated, usually from 46.1 µM), for the others: at the top dose ratio change, negative = lower green/red ratio, hits mostly inhibitors. 0.05% of 340,000 active. AID 493014; active means well fitted inhibition curve with a large enough effect in the signal ratio, with a control signal flat, not every such curve was filed as active; inconclusive means small, poorly fitted or top-dose-only effect, or effect the other way, or a change in a side signal; the % refers to the signal ratio;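 further: potency means the concentration at half of the fitted maximal effect; plate controls were basal doxycycline-induced cells for no effect and cells given 10 µM MG132 for full effect; MG132 reads +100%, hits lower the ratio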
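Cell line TMD8 (human ABC DLBCL), stably expressing tet-inducible CBG68-IkBa fusion and CBR; IMDM/0.5% FBS; cpd up to 46 uM; dox induction, 4 h, 37C/5% CO2; dual luminescence; green/red ratio; MG132 control.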
Giardia killer: kills Giardia lamblia | 0.15% of 340,000 active | activity change, % at 7.66 µM, hits read low | Giardia lamblia trophozoite viability; in the data active means activity change below about -80%; inconclusive means between about -30% and that limit;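 further: parasites exposed to compound for two days anaerobically before the ATP read; on the % scale 0 is the no-effect control and ±100 the full control effect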
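Giardia lamblia trophozoites (100 cells/well) were incubated with compounds for 48 h at 37 deg C under anaerobic conditions. Viability was read as ATP content by one-step luminescence after 15-30 min at room temperature.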
PKM2 activator: increases activity of human pyruvate kinase M2. 0.34% of 260,000 active. P14618. Potency, µM (doses to about 57.5 µM), inactives show top-dose activation, hits mostly activators. purified PKM2, Kinase-Glo ATP luminescence, activation; response scale: 0% is enzyme alone, no compound; further: potency means the concentration at half of the fitted maximal effect; on the % scale 0 is the no-effect control and ±100 the full control effect; nearly all actives have a fitted effect of over 55% in size
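Purified hPK-M2 (>95% pure) converted ADP (0.1 mM final) to ATP with 0.5 mM PEP in 50 mM imidazole pH7.2, KCl, MgCl2, Tween 20, BSA; 1 h at room temperature. ATP detected by Kinase-Glo luminescence.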
GALK inh: inhibitors of human galactokinase; Potency, µM (series often up to 57.5 µM), without a hit: at the top dose activity change, negative = inhibition, actives largely listed as inhibitors; AID 1868; 0.007% of 270,000 active; Purified GALK, Kinase-Glo residual ATP luminescence; P51570; further: potency means the concentration at half of the fitted maximal effect; on the % scale 0 is the no-effect control and ±100 the full control effect
Target sequence (P51570 whole entry, looked up): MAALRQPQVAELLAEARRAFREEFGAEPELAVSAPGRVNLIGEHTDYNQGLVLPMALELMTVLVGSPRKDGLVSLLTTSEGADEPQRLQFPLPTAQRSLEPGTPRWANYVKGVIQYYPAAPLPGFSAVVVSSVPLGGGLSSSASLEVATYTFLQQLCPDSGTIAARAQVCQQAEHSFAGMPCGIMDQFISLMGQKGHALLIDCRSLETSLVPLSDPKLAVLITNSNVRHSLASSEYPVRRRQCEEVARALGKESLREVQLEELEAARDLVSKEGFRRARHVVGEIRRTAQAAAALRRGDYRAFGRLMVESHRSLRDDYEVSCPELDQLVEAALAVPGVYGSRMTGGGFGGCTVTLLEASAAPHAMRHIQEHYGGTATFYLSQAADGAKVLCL
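ATP-depletion format; final 35 uM ATP, 100 uM D-galactose, 5 nM enzyme; pH 8.0 HEPES/Mg2+ buffer; 60 min RT; luminescence read 10 min after detection reagent.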
Integrin act MD: activators of alpha7 integrin expression for muscular dystrophy | alpha7betagal myoblasts, beta-gal FDG fluorescence, 48 h | Potency, µM (doses to about 38.3 µM), for inactives: at the top dose activation, most hits filed as activators | 0.064% of 350,000 active | AID 624291;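 further: potency means the concentration at half of the fitted maximal effect; 100% = response of the positive control SU9516; nearly all actives have a fitted effect of over 60% in size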
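alpha7betagal+/- myoblasts (passage 13, 250/well) treated 48 h at 37C with compounds at 1:260 dilution of DMSO stock. Lysed, then beta-galactosidase activity read as FDG fluorescence (ex 480/em 540) after 30 min, with pre-read for autofluorescence.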
ASM inhibitor: human S-ASM enzyme inhibition. P17405. placental ASM, HMU-PC fluorogenic substrate, 60 min. Potency, µM (top dose mostly 57.5 µM), inactives show at the highest dose activity change, negative = inhibition, most hits filed as inhibitors. 0.006% of 340,000 active. AID 504937; further: potency means the concentration at half of the fitted maximal effect
Target sequence (P17405 47-631 limits assumed): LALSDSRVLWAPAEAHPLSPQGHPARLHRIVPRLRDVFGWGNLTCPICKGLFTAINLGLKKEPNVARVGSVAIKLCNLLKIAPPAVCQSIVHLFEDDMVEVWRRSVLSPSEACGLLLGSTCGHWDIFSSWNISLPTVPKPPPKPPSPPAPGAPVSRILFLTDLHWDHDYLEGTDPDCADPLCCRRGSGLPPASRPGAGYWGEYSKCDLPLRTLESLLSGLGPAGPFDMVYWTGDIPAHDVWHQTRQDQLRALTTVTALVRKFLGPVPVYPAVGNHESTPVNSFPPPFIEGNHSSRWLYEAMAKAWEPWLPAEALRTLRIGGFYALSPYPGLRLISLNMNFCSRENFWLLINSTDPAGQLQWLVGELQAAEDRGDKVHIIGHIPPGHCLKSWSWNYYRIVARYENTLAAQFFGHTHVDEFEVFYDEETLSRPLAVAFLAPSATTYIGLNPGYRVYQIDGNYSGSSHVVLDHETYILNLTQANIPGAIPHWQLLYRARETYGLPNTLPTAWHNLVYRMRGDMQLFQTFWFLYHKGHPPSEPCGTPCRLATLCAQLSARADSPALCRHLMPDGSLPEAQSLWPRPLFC
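qHTS format. ASM enzyme prepared from human placenta hydrolyses the fluorogenic substrate HMU-PC0 (9 uM final) over 60 min at 37 °C after a 10 min compound preincubation.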
Tb PFK block: T. brucei PFK enzyme inhibition. O15648. 0.17% of 330,000 active. Potency, µM (top dose mostly 57.5 µM), without a hit: at the top dose activity, negative = inhibition, usual class: inhibitors. T. brucei PFK, ADP-Glo luminescence;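 further: potency means the concentration at half of the fitted maximal effect; 0% = uninhibited 1x PFK enzyme wells and -100% = no-enzyme wells; nearly all actives have a fitted effect of over 60% in size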
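Compounds were pin-transferred as a titration series up to 57 uM into substrate buffer (0.5 mM F6P, 0.1 mM ATP, pH 8.0), then 1.25 nM PFK was added and reactions ran 45 min before ADP-Glo detection.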
* = called active by the depositor; ? = inconclusive; . = no result given; & = joins results of further samples; [ ] = dose if it differs, or a comment. Unless noted, the call rests on the fitted dose curve; in most records, active means well fitted curve in the direction sought with a large enough effect; inconclusive means small, poorly fitted or top-dose-only effect, or another doubt; inactive means no such curve, though single readings can be large; an effect the other way counts as inactive or inconclusive.

#	smiles	Menin MLL FP TR	B2AR arrestin	Coupling enz	TSG101-PTAP inh	Chronic BCR inh	Giardia killer	PKM2 activator	GALK inh	Integrin act MD	ASM inhibitor	Tb PFK block
1	O=C(Nc1ccc(Cl)c(S(=O)(=O)N2CCOCC2)c1)C1=NN(c2ccccc2)C(=O)CC1	.	0.1%	.	-2%	-11%	0	.	.	7%	-7%	-2%
2	O=C1c2cccc3cc(Br)cc(c23)C(=O)N1Nc1ccc(Br)cc1	-3%	-0.1%	2	-1%	-2%	-8	5%	0%	-23%	-3%	2%
3	O=c1c2c(nc3cc(-c4cccc(Cl)c4)[nH]n13)CCC2	-21%	0.3%	-2	-1%	?	-11	-5%	-3%	-5%	-3%	4%
4	CC1(C)C2CC=C(/C=N/NC(=O)C3CC3)C1C2 (stereo unspecified)	-6%	-0.3%	0	-5%	?	-29	-1%	1%	9%	1%	2%
5	Cc1ccc(S(=O)(=O)Oc2ccccc2N2C(=O)C3CC=CCC3C2=O)cc1 (stereo unspecified)	1%	0.3%	2	-2%	9%	10	-2%	-2%	6%	0%	2%
6	CCCCCCC1CC(/C(C)=N\NC(N)=O)OC1=O (stereo unspecified)	-7%	-0.3%	2	-1%	1%	1	-2%	.	6%	5%	-2%
7	CC(C)c1ccc(N2C(=O)CSC23C(=O)N2CCCc4cccc3c42)cc1 (stereo unspecified)	-14%	-1.6%	9	-3%	0%	8	-4%	2%	3%[7.66 µM]	-1%	1%
8	Cc1ccc(S(=O)(=O)n2nccc2-c2c(-c3ccccc3)noc2C)cc1	.	0.4%	-3	-3%	17%	-2	-12%	.	0%	4%	5%
9	O=S(=O)(Cc1cc(NCc2ccccc2)nc(-c2ccncc2)n1)c1ccccc1	?	-0.3%	-2	0%	0%	-1	-2%	8%	24%	-2%	-1%
10	CC(=O)N1CCN(c2nc(CC(C)C)c3c(c2C#N)CCC3)CC1	-7%	-0.8%	-1	-2%	0%	0	-2%	0%	9%	23%	2%
11	CCCn1c(=O)c(C(=O)NCc2ccccc2Cl)c(O)c2ccccc21	22%	-1.4%	0	0%	?	19	1%	-2%	4%	28%	6%
12	COCC(=O)NCCc1ccc(S(N)(=O)=O)cc1	-2%	0.1%	2	-16%	0%	-4	-1%	11%	9%	0%	2%
13	CC1CCCCN1C(=O)CSc1nnc(Cc2ccccc2)n1C (stereo unspecified)	-13%	0.1%	1	0%	?	10	3%	-4%	-19%	-1%	1%
14	Cc1ccc(NC(=O)CSc2nc(=O)n(CCCN3CCOCC3)c3c2CCCC3)cc1F	.	-0.1%	.	-2%	0%	6	.	.	9%	-2%	-6%
15	COc1ccc(S(=O)(=O)N2CCN(C(=O)c3c(C)nn(-c4ccccc4)c3Cl)CC2)cc1	16%	-0.2%	-2	-2%	2%	-12	5%	-1%	5%	6%	5%
16	COC(=O)c1sc2nc(C)c([N+](=O)[O-])c(C)c2c1N	3%	-0.2%	1	-1%	10%	11	3%	.	32%	-7%	2%
17	COc1cc(CCC(=O)Nc2cnc3ccccc3c2)cc(OC)c1OC	0%	0.1%	-4	-4%	?	-9	.	1%	-21%	-1%	-5%
18	CN1C(=O)C(CC(=O)NC2CCCCC2)N(C)C1=O (stereo unspecified)	1%	-0.3%	2	-1%	5%	-15	9%	1%	-1%	4%	0%
19	Cc1cc(NC(=O)CN2CC3CC(C2)c2cccc(=O)n2C3)nc2c1c(=O)oc1ccccc12 (stereo unspecified)	9%	-0.3%	0	.	5%	.	2%	0%	.	.	?
20	CCOC(=O)N1CCC(NC(=O)Cn2cc3c(n2)CCCCC3)CC1	-7%	-0.3%	4	-1%	-2%	-4	-5%	1%	17%	-2%	-3%
21	Cc1cc(OCC(=O)Nc2ccc(CN3CCOCC3)cc2)c2c(C)c(C)c(=O)oc2c1	.	-0.1%	.	-1%	-2%	4	.	7%	34%	-1%	3%
22	COc1ccc(C)cc1S(=O)(=O)Nc1ccc(-n2c(C)nc3ccccc3c2=O)cc1	.	-1.1%	.	-2%	-4%	1	.	.	24%	.	-6%
23	CCCCn1c2nc3ccccc3nc2c2c(=N)oc(C)nc21	-9%	-0.3%	-25	-2%	?	-8	0%	-1%	-5%	357%[activator]	-1%
24	Cc1cc(C(=O)N/N=C/c2cccc(OC(=O)c3cccc(Br)c3)c2)n[nH]1	.	0.4%	.	-1%	-8%	-9	.	-1%	43%	-8%	0%
25	CCCCN(CC)S(=O)(=O)N1CCC(C(=O)NCCCN2CCOCC2)CC1	6%	1.0%	3	-2%	-4%	14	2%	-1%	-5%	2%	-6%
26	Cc1cc(OCC(=O)Nc2ccncc2)c(C)cc1Br	10%	-0.7%	0	-3%	?	-6	-1%	-2%	4%[7.66 µM]	-8%	-7%
27	CCc1ccc(OCC(=O)OC(C)C(=O)Nc2ccc(Cl)cn2)cc1 (stereo unspecified)	.	-0.2%	.	-7%	0%	11	.	.	-30%	-9%	-1%
28	COc1ccccc1CC(=O)Nc1ccc([N+](=O)[O-])cc1O	?	-0.6%	-6	-3%	?	13	4%	0%	?	-1%	0%
29	CCCOc1ccc(/C(O)=C2/C(=O)C(=O)N(c3cc(C)on3)C2c2ccc(C(=O)OC)cc2)cc1 (stereo unspecified)	?	-0.2%	13	-6%	-8%	-4	-2%	-3%	-15%	-2%	3%
30	CCCC(=O)NCc1ccccc1Cl	-6%	-1.7%	1	-3%	-10%	-18	-3%	-1%	40%	2%	-2%
31	CCn1cc(C(=O)NCC(C)C)c(=O)c2cc(F)c(N3CCN(C(=O)c4ccco4)CC3)cc21	-23%	0.0%	0	-3%	2%	-6	.	-2%	-5%	0%	2%
32	COc1ccc(CC(=O)N2CC3(C)CC2CC(C)(C)C3)cc1 (stereo unspecified)	-9%	0.1%	11	-5%	15%	-1	1%	1%	-6%	-1%	-10%
33	COc1ccc(Cn2nnnc2C(c2ccccc2Cl)N2CCN(C3CCCC3)CC2)cc1 (stereo unspecified)	-7%	-0.1%	0	-2%	2%	-18	2%	1%	-18%	-1%	1%
34	O=C(Nc1ccc(N2CCN(C(=O)c3ccco3)CC2)cc1)c1cccs1	-9%	-0.9%	1	-4%	-2%	2	0%	4%	-2%	-2%	-4%
35	COc1ccc(C(C(=O)Nc2ccc(C(C)C)cc2)N(Cc2ccco2)C(=O)CC2NC(=O)NC2=O)cc1 (stereo unspecified)	20%	-0.6%	-5	0%	8%	3	1%	-2%	-3%	-8%	1%
36	Cc1c(Cc2ccccc2)c(=O)oc2cc(O)ccc12	.	5.4%	15	-6%	?	-1	-3%	3%	12%	.	-4%
37	CC(=O)Nc1ccc(C(=O)N(C)C(C(=O)Nc2ccc(C)cc2)c2ccccn2)cc1 (stereo unspecified)	-12%	-1.8%	4	-5%	?	-16	-6%	2%	7%	0%	9%
38	CCOCCCn1c(SCC(=O)Nc2cc(OC)ccc2OC)nc2ccccc2c1=O	16%	-0.4%	0	-4%	-11%	3	4%	-3%	-33%	-4%	-1%
39	COc1ccc(C(=O)Nc2ccc(C(=O)N3CCOCC3)cc2)cc1OC	-7%	-0.9%	0	-2%	7%	9	-21%	-2%	-125%[inhibitor]	1%	3%
40	CCCN1C(=O)CC(=O)N=C1SCC(=O)Nc1ccccc1F	.	-0.6%	.	-4%	-4%	-25	.	.	6%	2%	-10%
41	O=C(COC(=O)CNC(=O)c1ccc([N+](=O)[O-])o1)Nc1ncc(Cl)cc1Cl	.	-0.4%	.	0%	0%	-4	.	.	-36%	2%	-2%
42	COc1ccc(/C=C2\CCC/C(=C\C=N\N(C)C)C2=O)cc1	-8%	5.9%	2	13%	?	-6	9%	2%	-18%	-20%	2%
43	C[C@@H](C(=O)NCc1ccccc1)[C@@H]1C[C@@]1(C)[C@@H](NC(=O)OCc1ccccc1)c1ccccc1	-1%&-2%	2.6%	3&2	0%	-5%	17	-3%&0%	.	11%	1%	0%
44	COc1cccc2c1C(=O)c1c(O)c3c(c(O)c1C2=O)C[C@](O)(C(C)=O)C[C@H]3O[C@@H]1C[C@@H](N)[C@@H](O)[C@@H](C)O1	.	-0.5%	.	?	?	9	.	.	.	?	0%
45	S=C(NCc1cccs1)Nc1ccccc1	15%	-0.6%	4	-7%	0%	29	1%	0%	-1%	0%	-1%
46	COc1cccc(CNC(=O)CCC(=O)N2CCOCC2)c1	.	-2.3%	.	0%	0%	-22	.	.	-22%	9%	-3%

Screening results: PubChem, National Center for Advancing Translational Sciences (NCATS)

These rows are one share of the data, so the mix of outcomes need not match the whole.
